# PGK inhibitor: T. brucei PGK inhibition; P07378; PGK/GAPDH coupled, Kinase-Glo luminescence, 60 min; actives 0.043% (n = 380,000); Potency, µM (highest dose often 57.5 µM), inactives show at the top dose activity change, negative = inhibition, usual class: inhibitors; further: potency means the concentration at half of the fitted maximal effect; on the % scale 0 is the no-effect control and ±100 the full control effect; nearly all actives have a fitted effect of over 60% in size
# Target sequence (P07378 whole entry, looked up): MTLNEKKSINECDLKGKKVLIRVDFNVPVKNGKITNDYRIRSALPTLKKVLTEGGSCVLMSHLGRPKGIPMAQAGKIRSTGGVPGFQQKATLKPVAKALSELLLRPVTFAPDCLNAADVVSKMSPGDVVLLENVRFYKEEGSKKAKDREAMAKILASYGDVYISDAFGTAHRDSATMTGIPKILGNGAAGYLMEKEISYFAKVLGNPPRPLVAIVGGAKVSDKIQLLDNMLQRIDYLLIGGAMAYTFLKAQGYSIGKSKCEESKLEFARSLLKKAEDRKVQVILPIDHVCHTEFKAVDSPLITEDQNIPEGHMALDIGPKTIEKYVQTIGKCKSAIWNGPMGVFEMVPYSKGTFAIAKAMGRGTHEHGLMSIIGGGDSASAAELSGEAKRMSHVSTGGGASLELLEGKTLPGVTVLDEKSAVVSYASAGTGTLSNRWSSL
#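 Recombinant glycosomal PGK reaction used 1,3-bisphosphoglycerate generated in-well by GAPDH (100nM final) in 100mM TEA pH 7.6, 5mM MgCl2, 0.01% Tween-20. After 60 minutes at room temperature, ATP was read by Kinase-Glo Plus luminescence end-point.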
# Pin1 inhibitor: blocks the human prolyl isomerase Pin1; Q13526; Pin1 FP peptide displacement, HiFluor488, 10 min; Potency, µM (titrated, usually from 115 µM), without a hit: top-dose activity, negative = inhibition, most hits filed as inhibitors; actives 0.009% (n = 390,000); AID 504891; active means well fitted inhibition curve with a large enough effect in the polarisation, with a control signal flat, not every such curve was filed as active; inconclusive means small, poorly fitted or top-dose-only effect, or effect the other way, or a change in a side signal; inactive means no such curve, though single readings can be large or run the other way; the % refers to the polarisation; further: potency means the concentration at half of the fitted maximal effect; on the % scale 0 is the no-effect control and ±100 the full control effect
# HP1b chromo inh: inhibitors of HP1-beta chromodomain binding to methylated histone tails; P83916; actives 0.56% (n = 390,000); AID 540317; AlphaScreen HP1-beta / biotin-H3K9me3 peptide binding; Potency, µM (series often up to 114 µM), for the others: at the top dose activity change, negative = inhibition, actives largely listed as inhibitors; further: potency means the concentration at half of the fitted maximal effect; nearly all actives have a fitted effect of over 70% in size; inactives centre near 23
# Target sequence (P83916 whole entry, looked up): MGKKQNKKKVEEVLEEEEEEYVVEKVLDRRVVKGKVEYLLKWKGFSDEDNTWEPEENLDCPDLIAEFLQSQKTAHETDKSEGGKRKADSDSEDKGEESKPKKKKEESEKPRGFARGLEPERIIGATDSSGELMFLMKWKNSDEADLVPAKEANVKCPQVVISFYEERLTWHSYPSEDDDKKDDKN
#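 Compound inhibition of the preformed complex between 50 nM HP1-beta and 50 nM biotinylated H3K9me3 peptide was read by AlphaScreen. Buffer was PBS pH 7.4 with 0.01% Tween-20. Incubations ran 30 min at room temperature, with 10 ug/mL donor/acceptor beads.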
# ERG-DNA inh: blocks human ERG Ets domain binding to DNA; P11308; fluorescence polarization, His-ERG Ets domain / labelled DNA; Potency, µM (titrated, usually from 76.9 µM), without a hit: at the top dose FP activity, negative = inhibition, hits mostly inhibitors; actives 0.028% (n = 370,000); AID 624246; active means well fitted inhibition curve with a large enough effect in the polarisation, with a control signal flat; inconclusive means small, poorly fitted or top-dose-only effect, or effect the other way, or a change in a side signal; inactive means no such curve, though single readings can be large or run the other way; the % refers to the polarisation;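 further: polarization taken with two DNA probes labelled with fluorescein and Texas red; potency means the concentration at half of the fitted maximal effect; % of control where 0% means no effect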
#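 His-tagged ERG Ets domain (1 uM in the protein solution; 300mM KCl, 50mM Tris-HCl, 1mM EDTA, 1mM DTT, pH 7.5) received compound, then a probe mix of 5 nM fluorescein-DNA and 100nM Texas-615-DNA. Fluorescence polarization was read for both dyes.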
# GLS inhibitor: glutaminase GLS (human) inhibition | GLS enzymatic activity, qHTS titration | actives 0.21% (n = 410,000) | Potency, µM (doses to about 45.5 µM), without a hit: at the highest dose activity change, negative = inhibition, hits mostly inhibitors; further: potency means the concentration at half of the fitted maximal effect; on the % scale 0 is the no-effect control and ±100 the full control effect
#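 Assay buffer: 45 mM KH2PO4 pH 8.2, 0.02% Tween-20. hKGA acts on L-glutamine (1 mM solution added); product glutamate is reported by an oxidase/peroxidase Amplex Red coupling, with fluorescence taken at baseline and 30 min.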
# PI4K2A block: inhibitors of human PI4K2A. Q9BTU6. purified PI4K2A, ADP-Glo luminescence, 1 h; active compounds read low. actives 0.13% (n = 420,000). activity change, negative = inhibition, % at 76.9 µM; in the data active means activity change below about -50%; inconclusive means mostly about -30% to -49%;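 further: -100% = wells without enzyme as full effect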
#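 In this quantitative HTS, ADP production by PI4K2A was quantified luminescently after 1 h at ambient temperature; 100 microM adenosine served as plate-quality control.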
# G9a block: blocks human histone lysine methyltransferase G9a; Q96KQ7; G9a H3K9 monomethylation, AlphaScreen, 2 h; Potency, µM (highest dose often 102 µM), without a hit: at the highest dose activity, negative = inhibition, hits mostly inhibitors; actives 8.8% (n = 350,000); further: potency means the concentration at half of the fitted maximal effect; on the % scale 0 is the no-effect control and ±100 the full control effect; nearly all actives have a fitted effect of over 75% in size
# Target sequence (Q96KQ7 913-1193 limits assumed): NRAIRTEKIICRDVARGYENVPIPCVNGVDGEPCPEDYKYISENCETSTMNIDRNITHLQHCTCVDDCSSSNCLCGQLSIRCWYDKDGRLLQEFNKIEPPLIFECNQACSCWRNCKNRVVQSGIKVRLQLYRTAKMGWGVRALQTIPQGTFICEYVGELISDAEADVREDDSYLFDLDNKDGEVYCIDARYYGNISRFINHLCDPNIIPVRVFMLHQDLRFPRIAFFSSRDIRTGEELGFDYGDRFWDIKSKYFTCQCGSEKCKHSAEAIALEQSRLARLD
#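 AlphaScreen read-out: biotin-H3K9 peptide (500 nM) methylation by 20 nM enzyme with 20 uM SAM, 2 h at room temperature after 15 min compound preincubation; anti-monomethyl H3K9 antibody plus donor/acceptor beads, 10 min dark.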
# JMJD2A Tudor: inhibitors of human JMJD2A Tudor domain | O75164 | AlphaScreen JMJD2A-Tudor / H3K4me3 peptide binding | Potency, µM (top dose mostly 114 µM), for the others: at the highest dose activity change, negative = inhibition, most hits filed as inhibitors | actives 4.4% (n = 390,000) | AID 504339; further: potency means the concentration at half of the fitted maximal effect; on the % scale 0 is the no-effect control and ±100 the full control effect; nearly all actives have a fitted effect of over 50% in size
# BAZ2B block: blocks human BAZ2B; Potency, µM (doses to about 114 µM), for the others: top-dose activity change, negative = inhibition, usual class: inhibitors; AlphaScreen BAZ2B-H3K14Ac peptide displacement; AID 504333; Q9UIF8; actives 4.4% (n = 360,000); further: potency means the concentration at half of the fitted maximal effect; on the % scale 0 is the no-effect control and ±100 the full control effect; nearly all actives have a fitted effect of over 60% in size
#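 AlphaScreen displacement of biotin-H3(5-23)K14Ac peptide (50 nM final) from BAZ2B (50 nM final) in PBS pH 7.4, 0.01% Tween-20; complex preformed 30 min RT, then compounds (top 110 uM) 30 min RT, beads 20 min dark.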
# The depositor's hits bear a star; i = inactive; u = inconclusive; x = not tested or not shown; [ ] = dose if it differs, or a comment. Unless noted, the call rests on the fitted dose curve; in most records, active means well fitted curve in the direction sought with a large enough effect; inconclusive means small, poorly fitted or top-dose-only effect, or another doubt; inactive means no such curve, though single readings can be large; an effect the other way counts as inactive or inconclusive.
SMILES,PGK inhibitor,Pin1 inhibitor,HP1b chromo inh,ERG-DNA inh,GLS inhibitor,PI4K2A block,G9a block,JMJD2A Tudor,BAZ2B block
CCOc1ccccc1C(=O)N(Cc1cccs1)c1ccc(Cl)cc1,i,-3.1%,88.1%[activator],-0.8%,-0.2%,-3.1,22.0%[59 µM],28.8%,34.1%
COc1ccccc1-c1cnn2c(NCc3ccccc3)cc(C)nc12,i,3.1%,120.6%[activator],1.6%,-4.8%,0.1,124.6%[activator],27.8%,5.4%
COc1ccc(/C=C\c2cc(OC)c(OC)cc2CC[N+](C)(C)C)cc1OC,-12.3%,-0.2%,2.4%,-2.8%,2.9%,2.5,12.6µM*,-24.1%,-27.8%
COc1ccccc1C(=O)NC(=O)COC(=O)CN1C(=O)NC2(CCCCC2C)C1=O (stereo unspecified),i,-3.3%,6.4%,5.8%,-0.4%,-4.1,4.3%[12.7 µM],-17.7%,-0.7%
COc1cc(Cl)c(C)cc1NC(=S)NN,i,2.1%,-27.7%,3.9%,-31.5%,-1.6,6.31µM*,u,-18.2%
Cc1cccc(NC(=O)c2nc[nH]c2C(=O)N2CCc3ccccc3C2)c1,-4.4%,0.7%,35.8%,2.6%,4.4%,-0.4,-0.3%[0.501 µM],-30.9%,7.1%
CC(=O)NS(=O)(=O)c1ccc(NC(=O)/C=C/c2ccccc2)cc1,-3.2%,-0.5%,52.0%[activator],-2.7%,2.7%,-0.9,u,6.9%,-6.4%
NC(=O)COc1ccccc1C(=O)O,-9.7%,2.4%,25.7%,13.0%,-0.3%,2.9,u,-7.3%,-6.4%
Nn1c(SC/C=C/c2ccccc2)nnc1-c1ccncc1,-7.3%,2.8%,20.1%,9.6%,13.1%,-2.0,14.1µM*,u,-7.1%
Nc1ccc(Cn2ccc3c4c(N)nc(N)nc4ccc32)cc1,-1.1%,1.6%,79.4µM*,15.2%,10.8%,-6.6,x,44.7µM*,x
CCC1CCCCN1C(=O)CSc1nc2c(cnn2-c2ccc(C)cc2)c(=O)[nH]1 (stereo unspecified),-4.9%,-7.3%,26.6%,4.4%,-4.5%,1.4,56.2µM*,-13.2%,2.5%
COc1ccc(N=C2NC(=O)C(CC(=O)NCCc3ccc(OC)c(OC)c3)S2)cc1 (stereo unspecified),-4.0%,-3.5%,30.8%,0.2%,1.0%,4.6,-30.7%,-2.1%,-15.8%
COC(C(=O)Nc1ccnn1C1CCN(Cc2cnn(C)c2)CC1)c1ccccc1 (stereo unspecified),9.1%,-8.7%,10.3%,-6.7%,7.9%,-2.2,x,-0.7%,-10.6%
CCOC(=O)N1CCN(C(=O)c2noc(C(C)C)c2[N+](=O)[O-])CC1,9.6%,-6.7%,71.3%[activator],2.8%,-0.3%,-3.2,3.8%,-7.0%,-10.6%
Cn1c(=O)c2c(SCC(=O)Nc3nccs3)nc(C3CC3)nc2n(C)c1=O,-5.9%,-0.5%,18.4%,-11.2%,1.7%,-1.5,26.3%,1.7%,-12.4%
C=CCn1c(=S)[nH]c2cc(C(=O)Nc3ccc(OC)c(OC)c3)ccc2c1=O,-2.2%,9.2%,42.9%[activator],-4.2%,2.4%,-2.2,-1.7%,-12.1%,-19.6%
CCc1cc2c(cc3c(=O)n(CC(=O)N4CCC(C)CC4)nc(CC)n32)s1,9.1%,4.1%,18.6%,-0.9%,-7.7%,1.7,-40.3%[59 µM],-13.8%,-15.5%
COc1ccc(C(=O)N=c2sc3ccccc3n2C)cc1OC,-7.8%,u,33.7%,-12.2%,-1.2%,0.5,-38.0%,-28.3%,-0.9%
N#Cc1cc2c(nc1Cl)CCCC2,-0.9%,-1.7%,64.9%[activator],3.5%,2.9%,1.1,0.4%[59 µM],11.0%[57.1 µM],-4.3%
CNC(=O)C1CCC(Cn2c(=O)c3sccc3n(CC(=O)NCc3ccc(C)cc3)c2=O)CC1 (stereo unspecified),0.4%,1.2%,67.6%[activator],8.5%,-11.5%,3.3,25.2%[59 µM],0.0%,3.3%
C[n+]1ccccc1/C=C/c1ccc([N+](=O)[O-])cc1,-4.0%,-0.4%,34.5%,-6.8%,0.2%,-3.0,25.1µM*,-6.2%,-15.3%
CCOc1ccc(S(=O)(=O)N2CCOCC2)cc1NC(=O)CSCC(=O)Nc1ccc(OC)cc1,-4.9%,5.9%,17.7%,16.6%,2.0%,-1.5,x,-8.3%,x
CCOc1ccc2nc(N3CCCC(C(=O)NCc4ccccc4OC)C3)sc2c1 (stereo unspecified),-10.2%,0.9%,21.0%,-1.4%,-4.2%,2.0,6.8%[59 µM],-14.5%,1.7%
CC1(C(=O)OCC(=O)Nc2cccc(S(=O)(=O)NC3=NCCCCC3)c2)CC1(Cl)Cl (stereo unspecified),2.4%,-2.8%,26.1%,-2.6%,2.4%,-0.5,-2.5%,-9.2%,-17.0%
O=C1NC(c2ccc(Br)cc2)Oc2ccccc21 (stereo unspecified),-10.1%,-5.9%,28.5%,0.6%,5.7%,0.7,2.2%,-11.6%,-14.4%
Cc1cc(C)cc(NC(=O)CCc2c(C)nc3nc(CNC(=O)c4cccc(F)c4)nn3c2C)c1,-6.3%,0.2%,44.8%[activator],-0.5%,-3.4%,4.6,-0.4%[59 µM],5.0%,-2.8%
COc1ccc(CNC(=O)CN2CCN(S(=O)(=O)c3cc(Br)ccc3Br)CC2)cc1OC,4.8%,-1.9%,6.2%,-0.7%,15.7%,-3.7,50.1µM*,-27.0%,-3.9%
Cc1cccc(C)c1OCC(O)CNC(C)c1ccccc1 (stereo unspecified),i,-8.3%,-1.4%,3.3%,3.4%,-0.1,0.4%,-18.3%,-1.3%
CCCOC(=O)c1ccc(Nc2cc(C)nc3ncnn23)cc1,0.6%,u,33.2%,-8.4%,10.3%,-5.7,-6.0%,-0.4%,-3.0%
Cc1cc(Cl)ccc1Oc1nc(-c2ccc(F)cc2)ccc1C#N,i,-5.0%,24.5%,-14.7%,2.8%,0.8,u,u,-23.2%
Cc1cc(=O)[nH]c(-c2cccs2)n1,-6.1%,-5.4%,19.6%,11.4%,-6.0%,-9.8,7.0%[59 µM],-16.6%,0.2%
C=CCN1C(=O)CS/C1=N/c1nccs1,-0.4%,-3.7%,17.2%,4.6%,-7.4%,5.3,25.6%[12.7 µM],5.7%,-0.7%
CSc1nc(Nc2cccc(C)c2)c(C#N)c(-c2ccccc2)n1,1.3%,-10.4%,61.9%[activator],-10.8%,-9.1%,-6.0,17.5%[59 µM],-8.3%,-2.5%
c1ccc(CSc2nnc3ccc(-c4ccncc4)nn23)nc1,-9.8%,-1.2%,66.5%[activator],19.5%,-2.2%,-5.3,3.9%,-5.9%[11.4 µM],-21.0%
CCCCC(=O)NC(=S)NNC(=O)c1ccc(Cl)cc1Cl,-2.2%,-3.7%,43.9%[activator],1.1%,-11.0%,-2.4,-136.3%[59 µM],u,7.7%
CCc1cccc(C)c1NC(=O)CN1C(=O)C2(SCC(=O)N2c2cccc(F)c2)c2ccccc21 (stereo unspecified),5.9%,22.7%,54.2%[activator],-1.0%,3.6%,-0.2,-24.7%[59 µM],-21.7%,-2.0%[57.1 µM]
Cn1cccc1Cc1nnc(SCC(=O)NCc2ccccc2)n1-c1ccc(F)cc1,0.3%,4.7%,16.9%,-5.5%,-1.9%,-0.6,50.1µM*,-33.8%,u
C=CCn1c(COc2cccc3cccnc23)nnc1SCC(=O)OC,-4.1%,1.6%,26.6%,-1.1%,-4.0%,0.7,-28.7%[59 µM],-7.9%,7.6%
O=C(Nc1cccc(Cl)c1)Nc1ccnc(-c2cccnc2)n1,i,-8.1%,28.1%,0.2%,2.4%,5.3,30.0%[59 µM],-15.4%,-0.8%
O=S(=O)(NCC(c1cccnc1)N1CCOCC1)c1ccc(Cl)cc1 (stereo unspecified),-10.1%,-9.4%,52.6%[activator],-2.4%,-14.7%,2.6,7.5%,0.7%,x
Cn1c(SCC(=O)Nc2nc(C(C)(C)C)cs2)nnc1C1CC1,-1.4%,-2.5%,40.7%[activator],-26.5%,1.7%,0.9,18.8%[0.501 µM],-15.5%,0.2%
COc1ccc(S(=O)(=O)Nc2c(C(=O)O)[nH]c3ccccc23)cc1OC,-0.5%,x,-13.6%,-2.4%,u,0.4,12.6µM*,u,u
Cn1c(OCc2ccc3c(c2)OCO3)nc2c1c(=O)n(Cc1ccc(Cl)c(Cl)c1)c(=O)n2C,i,-5.2%,5.4%,-12.4%,-0.5%,-10.5,u,-18.5%,-3.5%
O=C(CSc1nc2ccccc2n1S(=O)(=O)c1ccccc1)N1CCCCC1,-5.3%,-6.5%,41.6%[activator],-5.9%,4.7%,-7.2,70.8µM*,-0.4%,-6.4%[57.1 µM]
COc1ccc(NC(=O)C23CCC(C2)C(C)(C)C3=O)cc1 (stereo unspecified),-7.6%,3.6%,31.7%,-2.2%,-10.6%,-9.6,4.7%[12.7 µM],3.4%,4.6%

# Screens from PubChem BioAssay.
